PAFAH2 FP inh = PAFAH2 enzyme inhibitors, primary screen, biochemical, fluorescence polarization, human; Platelet-activating factor acetylhydrolase 2, cytoplasmic (Homo sapiens), Q99487; recombinant PAFAH2, FP-rhodamine activity probe; inhibition, % at 3.39 µM; actives 0.99% (n = 340,000);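 active = inhibition above the mean over all tested compounds plus 3 SD, cut at about 30% in these data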;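 note: inhibitors block probe labeling of enzyme so polarization drops; 0% = enzyme with DMSO and 100% = wells lacking PAFAH2 protein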
LYPLA2 inh = LYPLA2 inhibitors, primary screen, counter-screen for PME1 inhibitor project, biochemical, fluorescence polarization, FP-Rh probe ABPP. Acyl-protein thioesterase 2 (Homo sapiens), O95372. recombinant LYPLA2. inhibition, % at 5.9 µM. actives 0.38% (n = 320,000). AID 2177, 2009;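 active = inhibition above the screen-wide mean plus 3 SD, limit set per campaign, cut at about 26% in these data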;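 note: 0% = LYPLA2 with DMSO and 100% = wells lacking LYPLA2 enzyme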
GSTO1 counter = inhibitors of recombinant GSTO1, primary screen, counter-screen for RBBP9 inhibitor project, biochemical, fluorescence polarization | inhibition, % at 5.96 µM | actives 1.1% (n = 300,000) | Glutathione S-transferase omega-1 (Homo sapiens), P78417 | activity-based probe fluorescence polarization;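 active = inhibition above the campaign mean inhibition plus 3 SD, cut at about 35% in these data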;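 note: 0% = GSTO1-1 with DMSO and 100% = wells lacking GSTO1-1 enzyme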
pPAFAH inh = pPAFAH enzyme inhibitors, primary screen, biochemical, fluorescence polarization, human; Platelet-activating factor acetylhydrolase (Homo sapiens), Q13093; recombinant pPAFAH, FP-rhodamine probe fluorescence polarization; inhibition, % at 3.39 µM; actives 1.5% (n = 330,000); AID 463082, 2010;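 active = inhibition above the mean inhibition across the screen plus 3 SD, cut at about 25% in these data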;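 note: inhibitors block binding of the rhodamine activity-based probe so polarization drops; 0% = enzyme with DMSO and 100% = wells lacking pPAFAH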
Target sequence (Q13093 whole entry, looked up): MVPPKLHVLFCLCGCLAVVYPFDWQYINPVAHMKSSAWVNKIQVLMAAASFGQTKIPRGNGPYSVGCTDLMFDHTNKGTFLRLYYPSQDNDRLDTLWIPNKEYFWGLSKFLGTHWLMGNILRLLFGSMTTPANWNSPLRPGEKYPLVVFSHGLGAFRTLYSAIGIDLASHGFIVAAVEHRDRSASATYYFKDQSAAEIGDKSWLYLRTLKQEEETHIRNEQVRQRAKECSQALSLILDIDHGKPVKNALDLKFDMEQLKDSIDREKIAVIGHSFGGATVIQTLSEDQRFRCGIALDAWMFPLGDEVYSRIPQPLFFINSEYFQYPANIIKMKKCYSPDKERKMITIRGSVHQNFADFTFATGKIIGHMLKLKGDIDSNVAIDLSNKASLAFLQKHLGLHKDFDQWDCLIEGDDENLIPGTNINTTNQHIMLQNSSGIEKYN
PAFAH1B3 inh = PAFAH1B3 enzyme inhibitors, primary screen, biochemical, fluorescence polarization, human. actives 0.28% (n = 340,000). Platelet-activating factor acetylhydrolase IB subunit alpha1 (Homo sapiens), Q15102. recombinant PAFAH1B3, FP-rhodamine probe. inhibition, % at 3.39 µM;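 active = inhibition above the screen-wide average of all tested compounds plus 3 SD, cut at about 25% in these data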;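 note: 0% = enzyme with DMSO only and 100% = wells lacking PAFAH1B3 protein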
PAFAH1B2 inh = PAFAH1B2 enzyme inhibitors, primary screen, biochemical, fluorescence polarization, human | Platelet-activating factor acetylhydrolase IB subunit alpha2 (Homo sapiens), P68402 | inhibition, % at 3.39 µM | recombinant PAFAH1B2, FP-rhodamine activity probe | actives 1.2% (n = 340,000);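 active = inhibition above the mean of all tested compounds plus 3 SD, cut at about 24% in these data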;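 note: 0% = enzyme with DMSO and 100% = wells lacking PAFAH1B2; many of its hits are not listed in these tables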
Target sequence (P68402 whole entry, looked up): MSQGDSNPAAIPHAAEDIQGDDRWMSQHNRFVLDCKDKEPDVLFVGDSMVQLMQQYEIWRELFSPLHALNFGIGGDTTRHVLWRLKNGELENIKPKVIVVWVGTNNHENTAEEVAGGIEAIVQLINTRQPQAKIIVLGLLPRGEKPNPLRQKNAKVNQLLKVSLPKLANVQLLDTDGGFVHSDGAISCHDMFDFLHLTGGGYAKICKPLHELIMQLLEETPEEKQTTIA
LYPLA1 inh = LYPLA1 inhibitors, primary screen, counter-screen for PME1 inhibitor project, biochemical, fluorescence polarization, FP-Rh probe ABPP; Acyl-protein thioesterase 1 (Homo sapiens), O75608; recombinant LYPLA1; inhibition, % at 5.9 µM; actives 0.16% (n = 320,000); AID 2174, 2009;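 active = inhibition above the mean of all tested compounds plus 3 SD, set per campaign, cut at about 14% in these data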;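 note: inhibitors block serine hydrolase probe labeling of LYPLA1 so polarization falls; 0% = enzyme with DMSO and 100% = wells lacking LYPLA1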
Target sequence (O75608 whole entry, looked up): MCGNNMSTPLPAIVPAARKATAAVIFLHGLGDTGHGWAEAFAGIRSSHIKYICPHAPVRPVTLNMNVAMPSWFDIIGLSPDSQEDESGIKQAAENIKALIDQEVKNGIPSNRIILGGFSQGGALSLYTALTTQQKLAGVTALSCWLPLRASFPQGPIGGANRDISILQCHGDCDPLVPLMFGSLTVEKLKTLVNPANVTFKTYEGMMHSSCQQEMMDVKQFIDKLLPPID
PAD4 inh = human PAD4 inhibitors, primary screen, biochemical, fluorescence polarization, 1536-well format; actives 0.41% (n = 330,000); recombinant PAD4, RCA probe fluorescence polarization; AID 485272, 2010; inhibition, % at 6.36 µM; Protein-arginine deiminase type-4 (Homo sapiens), Q9UM07;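 active = percent inhibition above a cutoff equal to the mean of all tested compounds plus 3 SD, cut at about 15% in these data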;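 note: 0% = PAD4 with RCA probe and DMSO and 100% = probe without PAD4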
PREPL inh = PREPL enzyme inhibitors, primary screen, biochemical, fluorescence polarization | Prolyl endopeptidase-like (Homo sapiens), Q4J6C6 | recombinant PREPL, fluorescence polarization activity-based probe | inhibition, % at 5.96 µM | actives 0.68% (n = 320,000) | AID 2751, 2010; in the data active = inhibition above about 43%;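 note: 0% = enzyme with DMSO and 100% = wells lacking enzyme; many of its hits are not listed in these tables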
Active calls of the source: *; x = no result given.

SMILES	PAFAH2 FP inh	LYPLA2 inh	GSTO1 counter	pPAFAH inh	PAFAH1B3 inh	PAFAH1B2 inh	LYPLA1 inh	PAD4 inh	PREPL inh
Cc1cccc2sc(N(CCCN(C)C)C(=O)c3sc4ccccc4c3Cl)nc12	-6	-6	-1	-1	10	1	-1	-1	-48
COc1ccccc1CN1CCNC(=O)C1CC(=O)N(C)CC1CCOCC1 (configuration not stated)	0	-2	0	6	8	4	-1	-1	3
CC(=O)NC(=S)Nc1ccc(-c2nc3ccc(C)cc3s2)cc1	-1	-5	-2	-3	4	-9	-2	2	0
COc1ccccc1-n1c(=S)[nH]c2c(sc(=S)n2-c2ccccc2)c1=O	6	-7	-4	3	-7	3	-1	-1	-2
CC1CCC(C(C)C)C(OCC(O)CNC(C)(C)C)C1 (configuration not stated)	0	-5	1	0	10	5	-4	-7	2
COc1ccc(N2CCN(S(=O)(=O)c3cc(-c4cc(C)no4)ccc3C(C)C)CC2)cc1	6	-4	1	3	-6	-5	-6	-2	11
COc1ccc(C(=O)NCCc2c[nH]c3ccccc23)cc1OC	-7	6	3	-2	5	2	3	-4	5
COCc1cc(C)nc(SCC[N+](C)(C)CC(=O)c2ccc(Br)cc2)c1C#N	3	1	4	1	9	2	-2	0	-5
COc1ccc(-n2nnnc2SCC(=O)Nc2c(C)n[nH]c2C)cc1	0	x	x	-3	4	7	x	-4	-6
O=C(NNC(=O)c1ccccc1F)c1ccc(-n2cncn2)c([N+](=O)[O-])c1	6	-3	0	0	5	-2	1	-2	6
CC(=O)NCCCCCCNC(C)=O	-2	4	2	-2	1	2	0	-4	6
CC1(C)CC(NC(=O)c2ccccn2)CC(C)(C)N1O	-5	3	-2	3	8	4	3	-1	5
CC1CCCN(c2nc3nonc3nc2Nc2ccccc2F)C1 (configuration not stated)	0	1	12	-2	6	7	-2	2	0
CC(C)c1onc(C(=O)N(C)C2CCCCC2)c1[N+](=O)[O-]	-3	3	7	2	0	-3	1	-2	4
Cc1cccc(C)c1NC(=O)CNC(=O)c1ccc2ccccc2n1	-4	-3	x	0	4	-2	4	-1	0
NC(=O)CC(NC(=O)c1ccccc1)c1ccc(N2CCC(Cc3ccccc3)CC2)c([N+](=O)[O-])c1 (configuration not stated)	0	17	-10	12	5	5	-4	4	8
COc1ccc(OC)c(Nc2nc3ccc(C)cc3n3cnnc23)c1	4	-1	10	6	17	0	2	2	22
Cc1ccc(NC(=O)CSc2nnc(-c3ccc(S(=O)(=O)N4CCOCC4)cc3)n2C)cc1	-4	1	2	2	3	5	4	4	-5
COc1cc(-c2noc(CCC(=O)NC3CCCC3)n2)cc(OC)c1OC	-3	-6	0	5	0	-1	-5	0	-5
COc1ccc([C@H]2CC(=O)C=C(c3ccc(OC)cc3OC)C2)cc1	1	3	x	1	-6	2	-4	0	2
COc1ccccc1C(=O)C1CCCN(C(=O)C2=CC(=O)CC(C)(C)O2)C1 (configuration not stated)	0	5	0	2	4	-3	4	4	5
O=C(Nc1ccccc1)c1cc2ccccc2o1	0	2	0	-3	2	3	-5	5	6
Cc1cccc(NC(=O)CSc2n[nH]c(-c3ccncc3)n2)c1C	-4	7	5	0	-1	3	3	2	8
CCc1ccc(-n2c(=S)sc3c(=O)n(-c4ccccc4OC)c(=S)[nH]c32)cc1	-2	-2	10	-3	0	1	3	-13	-6
COc1ccc(Cc2nc3ccc(C(=O)NCC4CCOCC4)cc3o2)cc1OC	-4	1	0	1	5	1	-1	0	-4

The list goes on:
SMILES	PAFAH2 FP inh	LYPLA2 inh	GSTO1 counter	pPAFAH inh	PAFAH1B3 inh	PAFAH1B2 inh	LYPLA1 inh	PAD4 inh	PREPL inh
O=C(NCc1ccco1)C(=O)NCC1OCCCN1S(=O)(=O)c1ccc(F)cc1 (configuration not stated)	-2	6	0	-6	3	5	-1	-3	20
CCc1c(O)nc(SCC(=O)Nc2ccccc2OC)n(-c2ccccc2C)c1=O	-4	2	-5	5	12	3	5	-9	8
O=C(NCc1ccc(Cl)cc1)NCC(F)(F)F	-5	33*	1	2	7	5	1	3	1
CN(C)c1ncc(S(=O)(=O)c2ccc(Cl)cc2)c(-c2ccccc2)n1	5	6	4	6	5	1	3	-1	8
O=C1NC(Cc2c[nH]c3ccccc23)C(=O)N1CCOc1ccccc1 (configuration not stated)	1	11	-6	3	1	10	0	-4	-40
O=C1C[C@H]2CCCCC(=O)N3CC[C@@H](C1)[C@@H]23	-5	x	x	0	8	3	x	2	x
CCC(=O)c1ccc(OCC(O)Cn2nc(C)c(Br)c2C)cc1 (configuration not stated)	-3	3	0	2	9	-1	-2	-2	2
Cc1ccccc1C(=O)Nc1ccc(C(=O)NNC(=O)CCCOc2ccc(Cl)cc2Cl)cc1	-2	-7	4	4	-4	0	-2	-7	1
CCCc1cc(=O)[nH]c(SCc2csc(-c3ccccc3)n2)n1	0	-4	-14	14	6	5	-2	1	-6
O=C(Cn1c(=O)oc2cc(S(=O)(=O)N3CCCCCC3)ccc21)NC1CCCCCCC1	5	1	-4	3	7	0	0	-2	-2
CC1(C)C(=O)Nc2ccccc2N1C(=O)COC(=O)c1cccc(O)c1	6	x	x	-3	5	8	x	-8	18
Nc1nc(SCC(=O)NCC2CCCO2)[nH]c(=O)c1NC(=O)c1ccco1 (configuration not stated)	8	-2	5	-3	-3	5	-2	1	1
CC(NC(=O)NC12CC3CC(CC(C3)C1)C2)C1CCCO1 (configuration not stated)	13	2	-1	5	8	3	3	-1	3
CCOC(=O)c1cccc(N2C(=O)C3C(C(=O)NC4CC4)C4(C)C=CC3(O4)C2C(=O)NC(C)(C)C)c1 (configuration not stated)	-11	5	-3	4	2	1	1	-2	14
CCCCC(=O)N/N=C(\C)CC(=O)Nc1cc(Cl)ccc1OC	1	-6	6	3	-2	2	-1	-4	-6
COc1cc(NC(=O)c2cccc(C)c2)c(Cl)cc1[N+](=O)[O-]	5	2	-3	6	-6	4	3	1	4
O=S(=O)(NCCc1ccncc1)c1ccccc1	-5	3	8	-4	8	2	-1	-2	14
CC1CCCCC1NC(=O)c1ccc(S(=O)(=O)NNC(=O)c2ccncc2)cc1 (configuration not stated)	-1	3	-1	1	2	0	-1	-2	-5
Cc1ccc(S(=O)(=O)N2CCOC2CNC(=O)C(=O)NCCCc2ccccc2)cc1 (configuration not stated)	1	0	7	8	-5	13	3	0	11
CCCCn1c(N)c(N(Cc2ccccc2OC)C(=O)C2=COCCO2)c(=O)[nH]c1=O	0	3	1	-2	-2	2	1	-8	-6
Cc1ccc(C(=O)NNC(=S)Nc2cccc(Cl)c2Cl)cc1[N+](=O)[O-]	21	3	9	16	3	8	-1	0	24
Cn1cc(/C=N/NC(=O)COc2ccccc2[N+](=O)[O-])c2ccccc21	9	3	3	5	7	4	4	2	6
COCCCn1c(SCC(=O)Nc2ccc(NC(=O)c3ccco3)c(OC)c2)nc2ccccc2c1=O	-1	6	4	3	2	6	-1	-1	-3
Oc1ccc2cc(Br)ccc2c1CN1CCCC1	-4	2	0	6	8	16	-2	-5	18
COC(=O)C1=C(C)N=C2SCCC(=O)N2C1c1cc(Br)ccc1OC (configuration not stated)	2	-5	13	3	10	1	-2	0	-7

Following part.
SMILES	PAFAH2 FP inh	LYPLA2 inh	GSTO1 counter	pPAFAH inh	PAFAH1B3 inh	PAFAH1B2 inh	LYPLA1 inh	PAD4 inh	PREPL inh
CC1CCCC(C)N1C(=O)CNCc1ccc2c(c1)OCO2 (configuration not stated)	4	5	0	3	9	6	0	-2	10
Cc1ccc(NC2=C(Cl)C(=O)OC2OC(C)C)cc1 (configuration not stated)	0	-2	11	4	-1	7	1	0	5
CC[C@]12c3[nH]c4ccccc4c3CCN1C(=O)C(CC(=O)NCc1cccc(C(F)(F)F)c1)C[C@@H]2C(=O)N1CCN(C(=O)c2ccco2)CC1 (some centres not stated)	14	x	x	-2	-2	-1	x	-5	23
O=C(c1cc(COc2ccc(F)cc2Cl)on1)N1CCCCCC1	1	7	-1	5	5	2	3	-5	15
CC1CCC/C=C/C(=O)c2c(O)cc(O)cc2CC(=O)O1 (configuration not stated)	8	1	5	9	0	-4	0	1	4
O=c1[nH]c(Cc2ccc(F)cc2)nc2scc(-c3ccc(F)cc3)c12	-7	-3	10	0	2	2	-1	-1	-7
CCCn1c(N)c(N2CCCCC2)c(=O)n(CC(=O)Nc2ccc(OC(F)(F)F)cc2)c1=O	-5	5	10	4	-4	1	0	-1	-5
CCCCCN(C(=O)CCC(=O)OCC(=O)N1CCCC(C)C1)c1c(N)n(CCCC)c(=O)[nH]c1=O (configuration not stated)	-5	1	-7	-2	1	-1	-3	0	-1
CC1(C)NC(=O)N(CC(O)CN2C(=O)CCC2=O)C1=O (configuration not stated)	7	3	-3	3	4	2	2	0	-5
S=C1NC2=C(CCCC2=C2SCCCS2)C(c2ccccc2)N1 (configuration not stated)	-18	-17	-14	0	-10	-6	-9	-10	-3
Nc1cc(N)nc(SCCOc2ccccc2F)n1	2	5	-6	-3	7	9	0	0	10
COc1ccc(N(C)C(=O)c2cc3c(s2)-c2ccc(Cl)cc2S(=O)(=O)C3)c(OC)c1	3	-3	10	-3	3	-3	-4	-1	8
CS(=O)(=O)c1ccc(Cl)c(NC(=O)CN2CCN(C(=O)c3cccs3)CC2)c1	1	x	x	6	4	7	x	0	9
COc1cccc(NS(=O)(=O)c2c(C)n(C)c(=O)n(C)c2=O)c1	-1	11	1	11	-1	-3	3	0	6
CCOC(=O)c1c(S(=O)(=O)NCC(=O)Nc2cccc(C)c2)c(C)n(C)c1C	3	4	7	0	2	2	-3	0	-2
O=C(Cn1cnc2c(nnn2Cc2ccc(F)cc2)c1=O)Nc1cccc(F)c1	-10	4	0	-1	5	-4	2	1	-8
CCN(CCCNC(=O)CCn1c(=O)[nH]c2ccsc2c1=O)c1ccccc1	10	-1	1	4	5	4	-2	3	5
O=C(COc1cccc2c1CCN(Cc1ccccc1F)C2=O)N1CCCCC1	2	-1	5	-4	6	2	-3	2	4
Cc1ccccc1C(=O)NC1CCN(C(=O)NC2CCCCC2)CC1	1	6	2	4	13	5	4	-4	-5
Cc1nc2cc(Cl)ccc2n1CCO	-8	0	2	-2	3	-1	-3	-2	7
Cc1cc(=O)oc2cc(OCC(=O)NCCCN3CCOCC3)c(Cl)cc12	3	-7	1	3	8	0	-3	-3	0
CC(CCc1ccccc1)NC(=O)c1cc2sccc2n1C (configuration not stated)	6	-7	6	8	12	4	-4	-4	-3
Cc1ccc2nc(SCC(=O)c3ccc4c(c3)OCO4)[nH]c2c1	-7	1	2	0	3	-1	1	2	-12
O=c1cc(CN2CCN(S(=O)(=O)c3ccccc3)CC2)nc2sccn12	10	4	4	5	6	5	1	0	6

Bioassay records (PubChem)

These rows are one share of the data; rates above refer to the full screens.
